MPTP inh: mitochondrial permeability transition pore inhibitors, primary screen, biochemical, isolated mouse mitochondria, absorbance | Ca2+ swelling absorbance, 30 min | inhibition, % at 10 µM | 360,000 compounds, 1.4% hits | AID 602449, 2012;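 active = inhibition of 50% or more, scaled per plate between neutral and stimulator controls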;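 also: 0% = DMSO wells given calcium and 100% = 1 mM EGTA wells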
hIAP act: human IAP activators, primary screen, biochemical, luminescence, uHTS; activation factor at 10 µM; Intestinal-type alkaline phosphatase (Homo sapiens), P09923; 330,000 compounds, 0.16% hits; purified human IAP, CDP-Star luminescence, 30 min; hits give high values; 1 = vehicle-only enzyme, 0 = enzyme-free background;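 active = activation factor of the enzyme at least 2-fold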; also: the source names both 10 and 20 µM as test concentration; values of inactives mirror those of a sister screen read the other way
Target sequence (P09923 whole entry, looked up): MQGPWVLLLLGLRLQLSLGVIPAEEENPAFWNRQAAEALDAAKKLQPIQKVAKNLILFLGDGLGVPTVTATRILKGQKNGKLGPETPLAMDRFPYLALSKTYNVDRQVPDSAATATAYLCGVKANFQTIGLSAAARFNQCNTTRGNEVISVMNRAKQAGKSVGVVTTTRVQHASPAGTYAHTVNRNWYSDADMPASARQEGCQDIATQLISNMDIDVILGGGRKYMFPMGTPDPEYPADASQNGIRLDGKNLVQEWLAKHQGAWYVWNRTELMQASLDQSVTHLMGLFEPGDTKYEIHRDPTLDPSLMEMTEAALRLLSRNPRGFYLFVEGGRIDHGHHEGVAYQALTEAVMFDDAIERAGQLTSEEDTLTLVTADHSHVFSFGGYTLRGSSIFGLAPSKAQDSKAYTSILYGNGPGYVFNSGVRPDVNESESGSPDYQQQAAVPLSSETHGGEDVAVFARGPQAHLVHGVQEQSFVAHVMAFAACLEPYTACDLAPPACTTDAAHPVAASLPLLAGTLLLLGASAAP
APOBEC3A inh: APOBEC3A ssDNA deaminase inhibitors, primary screen, selectivity assay for APOBEC3G inhibitor project, biochemical, FAM/TAMRA oligo cleavage fluorescence. DNA dC->dU-editing enzyme APOBEC-3A (Homo sapiens), P31941. recombinant A3A, FAM/TAMRA ssDNA deamination fluorescence. inhibition, % at 20 µM. 330,000 compounds, 0.41% hits. AID 493011, 2011;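 active = at least 40% inhibition at 20 µM here, with at most 30% in a related deaminase screen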;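 also: plate controls were A3A with DMSO for no effect and wells lacking A3A enzyme for full effect; some results filed as inactive read as strong as hits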
mIAP block: inhibitors of mouse IAP, primary screen, biochemical, luminescence, uHTS. intestinal alkaline phosphatase [Mus musculus]. purified mouse IAP, CDP-Star luminescence, 30 min. inhibition, % at 10 µM. 330,000 compounds, 0.2% hits;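 active = inhibition of at least 40% at 10 µM in the primary screen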;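 also: plate controls were DMSO with enzyme for no effect and no enzyme wells for full effect; values of inactives mirror those of a sister screen read the other way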
mIAP act: activators of mouse IAP, primary screen, biochemical, luminescence, uHTS. activation factor at 10 µM. 330,000 compounds, 0.24% hits. intestinal alkaline phosphatase [Mus musculus]. AID 2805, 2010. muIAP, CDP-Star luminescence, 30 min; hits give high values; 1 = vehicle-only enzyme signal, 0 = enzyme-free wells;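 active = activation factor of at least 2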; also: the source names both 10 and 20 µM as test concentration; values of inactives mirror those of a sister screen read the other way
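System: Mouse IAP enzyme | Also added: CDP-Star substrate | Dosing: Compounds dispensed in DMSO | Schedule: 30 min enzyme-substrate-compound incubation at room temperature | Technique: Chemiluminescence readout | Control set: DMSO-only wells and no-enzyme negative control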
MIN6 prolif: inducers of MIN6 beta-cell proliferation, primary screen, ATP luminescence, uHTS; 330,000 compounds, 0.29% hits; proliferation, % at 10 µM; AID 2380, 2010; MIN6 cells proliferation, ATPlite luminescence, 48 h; cells starved in 0.2% serum; 100% = growth in 10% serum;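 active = compounds whose signal lies at least 3.5 SD above the mean of all wells on their plate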;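 also: 0% = DMSO-treated cells in low-serum medium and 100% = 10% serum control; some compounds called inactive have numbers as strong as hits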
hIAP inh: human IAP inhibitors, primary screen, biochemical, luminescence, uHTS; inhibition, % at 10 µM; 330,000 compounds, 0.12% hits; purified IAP, CDP-Star luminescence, 30 min; AID 2544, 2010; Intestinal-type alkaline phosphatase (Homo sapiens), P09923;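 active = inhibition reaching a set limit with compound at 10 µM in the primary screen, cut at about 35% in these data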;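 also: plate controls were DMSO wells with enzyme for no effect and no-enzyme buffer wells for full effect; values of inactives mirror those of a sister screen read the other way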
APOBEC3G inh: APOBEC3G DNA deaminase inhibitors, primary screen, biochemical, fluorescence, single-stranded DNA substrate, uHTS; AID 493012, 2011; recombinant A3G, ssDNA deamination FAM/TAMRA fluorescence; inhibition, % at 20 µM; 330,000 compounds, 0.28% hits;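 active = inhibition of at least 40% at 20 µM, with no more than 30% in the related APOBEC3A deaminase screen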;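 also: plate controls were DMSO wells with A3G for no effect and wells lacking A3G enzyme for full effect; some compounds called inactive have numbers as strong as hits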
Target sequence (Q9HC16 whole entry, looked up): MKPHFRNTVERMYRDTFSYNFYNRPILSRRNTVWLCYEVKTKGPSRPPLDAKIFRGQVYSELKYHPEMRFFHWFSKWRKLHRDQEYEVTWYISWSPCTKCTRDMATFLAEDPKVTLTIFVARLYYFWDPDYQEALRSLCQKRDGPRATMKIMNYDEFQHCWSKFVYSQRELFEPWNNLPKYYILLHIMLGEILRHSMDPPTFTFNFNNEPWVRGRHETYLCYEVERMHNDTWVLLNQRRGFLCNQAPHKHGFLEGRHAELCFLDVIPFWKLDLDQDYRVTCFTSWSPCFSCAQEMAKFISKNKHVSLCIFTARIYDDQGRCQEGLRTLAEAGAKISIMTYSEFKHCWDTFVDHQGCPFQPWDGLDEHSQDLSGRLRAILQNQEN
NR3A LBD binder: binders of NR3A ligand-binding domain, primary screen, biophysical, differential scanning fluorimetry, uHTS | Tm shift relative to glycine control, % at 25 µM | 340,000 compounds, 2.5% hits | NR3A LBD differential scanning fluorimetry, Tm shift; 0% = protein alone, 100% = glycine-bound protein | AID 1259313, 2017;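 active = melting temperature shift of at least 10% of the positive control shift, at one fixed dose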
The depositor's hits bear a star; & = joins results of further samples.

cpd	compound	MPTP inh	hIAP act	APOBEC3A inh	mIAP block	mIAP act
1	C/C=C(/C)C(=O)Nc1cccc(C2=NOC3(C2)C[C@@H](C(N)=O)N(C(=O)c2ccc(OC)cc2)C3)c1 (stereo partly specified)	-0.4	0.9	-1	-4	1
2	COc1ccc(-c2cc(C)no2)cc1S(=O)(=O)N1CCN(c2cccc(C)c2)C(C)C1 (stereo unspecified)	0.2	0.97	-3	-2	1
3	CC(NC(=S)NC1CCCCC1)c1ccccc1 (stereo unspecified)	0.4	0.96	1	-17	1.2
4	COc1ccccc1N=c1oc2c(OC)cccc2cc1C(=O)NCc1ccco1	4.8	0.92	0	10	0.91
5	CC(C)(C)NC(=O)C(=O)NC(=O)c1c(F)cccc1Cl	-0.3	1.2	-1	5	0.95
6	O=S(=O)(c1ccc2ccccc2c1)N1CCN=C1SCc1cccnc1	3.8	1	0	-6	1.1
7	O=C1C2C3C=CC(C3)C2C(=O)N1CCN1CCN(Cc2ccc([N+](=O)[O-])cc2)CC1 (stereo unspecified)	2.0	0.98	-2	1	0.99
8	CC(C)c1ccc(NC(=O)Cn2ncn3c(cc4ccccc43)c2=O)cc1	2.1	0.87	2	-5	1.1
9	CC1=CC(C)(C)NC(=S)N1c1ccc2ccccc2c1	0.3&0.0	0.89	-3	0	1
10	O=C(Cc1ccc(NC2=NC3CS(=O)(=O)CC3S2)cc1)NCCc1ccccc1 (stereo unspecified)	-1.9	0.92	2	7	0.93
11	CCCOc1ccc(CSC(CC(=O)O)C(=O)O)cc1 (stereo unspecified)	0.2	1.1	-1	-1	1
12	OCC[C@H]1C[C@@H](O)[C@H](O)[C@]2(CCCc3ccccc3O2)O1	-0.6	1.1	0	0	1
13	CCOC(=O)c1[nH]c(C)c(C(=O)NC)c1C	-1.1	0.95	-1	4	0.95
14	COc1ccc(NC(=O)CSc2nc3ccccc3nc2N2CCCCC2)cc1	1.3	0.83	-4	8	0.92
15	COCCCNC(=O)CN1C(=O)/C(=C/c2ccccc2)Sc2ccccc21	1.3	0.86	37	11	0.89

cpd	MIN6 prolif	hIAP inh	APOBEC3G inh	NR3A LBD binder
1	1	10	-12	3
2	-7	3	-3	-3
3	-1	4	-6	-5
4	-2	8	3	2
5	1	-20	-2	0
6	-3	-3	1	0
7	0	2	-4	-1
8	-3	13	9	-8
9	0	11	-6	-2&2
10	0	8	-6	-2
11	-1	-10	-2	2
12	3	-6	-1	0
13	-2	5	-4	-1
14	-7	17	-2	-7
15	0	14	-6	-1

Continuation.
cpd	compound	MPTP inh	hIAP act	APOBEC3A inh	mIAP block	mIAP act
16	COc1cc(OC)cc(C(=O)NNC(=O)CCC(=O)c2cc(C)sc2C)c1	-1.4	1.3	-4	2	0.98
17	CC1(C)Oc2ccc3ccc(=O)oc3c2/C(=C/NC2CCCCC2)C1=O	2.1	1.1	2	-6	1.1
18	COc1cccc(CNC(=O)C2CCN(S(=O)(=O)N3CCC4(CC3)OCCO4)CC2)c1	-1.7	1.1	-3	-10	1.1
19	CC(=O)Oc1ccc(CCC(C)OC(C)=O)cc1 (stereo unspecified)	0.9	0.97	-2	-2	1
20	CC1(C)OC(=O)C(=CNn2cnc3ccccc3c2=O)C(=O)O1	-3.0	1.1	2	-2	1
21	CS(=O)(=O)c1ccc(NCCN2CCOCC2)c([N+](=O)[O-])c1	-0.8	1	-1	-2	1
22	COc1ccc(CCNC(=O)C2CCCN(c3nc4ccccc4s3)C2)cc1OC (stereo unspecified)	-1.1	1.3	-3	-14	1.1
23	COC(=O)[C@@H](Cc1ccccc1)NC(=O)NCCc1ccc(OC)c(OC)c1	-1.8	0.94	-4	5	0.95
24	CC(=O)Oc1ccc2occ(C(=O)c3cccs3)c2c1	0.8	0.89	-4	-2	1
25	CCOc1ccc(CCNC(=O)Cn2nc(C)n3cccc3c2=O)cc1OCC	-1.9	1.2	4	2	0.98
26	COc1ccc(Oc2ccc(C(F)(F)F)cc2NC(=O)c2ccc(C)cc2)cc1	3.5	1.2	-2	-4	1
27	COc1cc2c(cc1NC(=O)C(c1ccccc1)c1ccccc1)CCCC2	1.8	0.94	-4	-6	1.1
28	COc1ccc(OC(=O)N2CCOCC2)cc1	1.4	1	-4	10	0.9
29	NC(=O)c1ccc(/C(N)=N/S(=O)(=O)c2cc(C(F)(F)F)cc(C(F)(F)F)c2)cc1	1.4	1.1	1	6	0.94
30	Cn1c(CCN2CCN(c3ccccn3)CC2)nc2cc(NC(=O)COc3ccc(Cl)cc3)ccc21	-0.1	1.7	-2	-5	1.1

cpd	MIN6 prolif	hIAP inh	APOBEC3G inh	NR3A LBD binder
16	-3	-27	-4	-1
17	-5	-6	-1	4
18	0	-8	-6	-4
19	-3	3	3	-6
20	-1	-7	4	-1
21	-6	-3	-1	-2
22	-2	-25	-5	-4
23	3	6	-11	-1
24	-4	11	-4	0
25	-5	-18	1	0
26	-2	-22	-8	3
27	-2	6	-5	-1
28	0	0	-11	0
29	2	-12	-6	1
30	-6	-68	-6	0

(cont.)
cpd	compound	MPTP inh	hIAP act	APOBEC3A inh	mIAP block	mIAP act
31	CCOc1ccc(CNC(=O)c2ccc(Sc3ccc(Cl)cc3)c(NC(C)=O)c2)cc1	18	0.91	-3	11	0.89
32	CCOC(=O)N1CCN(C(=O)CN(C)S(=O)(=O)c2ccc(F)cc2)CC1	0.4	1	0	1	0.99
33	CCNS(=O)(=O)c1ccc(CCC(=O)N2CCN(c3cccc(Cl)c3)CC2)cc1	-0.4	1.4	-6	3	0.97
34	CCN(CC)C(=O)c1ccc(O)c(OC)c1	-1.0	0.98	-3	-3	1
35	CC(=O)Nc1ccc(/C=N/NC(=S)NC(C)C)cc1	4.8	0.92	-1	7	0.93
36	CC(=O)N(c1ccc2oc(=O)sc2c1)S(=O)(=O)c1cccs1	1.8	1.2	-2	5	0.95
37	COc1cc(C(=O)Nc2c(C)cc(C)cc2C)c(Br)c(OC)c1OC	3.5	1.3	-1	-3	1
38	CCOc1cc(C(=O)N/N=C/C(Br)=C/c2ccccc2)cc(OCC)c1OCC	7.0	0.93	4	9	0.91
39	N#Cc1ccccc1OCC(=O)OCC(=O)NC1CCCC1	-0.3	1.1	-3	-7	1.1
40	Cc1c(OCC(=O)N[C@@H](Cc2c[nH]c3ccccc23)C(=O)O)ccc2c1oc(=O)c1ccccc12	-0.7	1	3	19	0.81
41	COc1ccc(Cl)cc1N(C)C(=O)CCNC(=O)Cn1cnc2ccccc2c1=O	0.5	1	0	7	0.93
42	O=C(NCc1ccccc1)C12CC3CC(CC(C3)C1)C2	0.9	0.92	-5	3	0.97
43	C[C@H](CO)N1C[C@H](C)[C@@H](CN(C)C(=O)NC2CCCCC2)Oc2c(NC(=O)Nc3ccccc3)cccc2C1=O	-0.8	1.2	4	-7	1.1
44	COc1ccc(N2CC(C(=O)OCC(=O)Nc3ccccc3C)CC2=O)cc1 (stereo unspecified)	-2.3	0.96	2	7	0.93
45	COC(=O)C1=C(C)NC(=O)/C1=C\c1cc(C)n(-c2ccccc2C)c1C	2.5	1.1	5	7	0.93

cpd	MIN6 prolif	hIAP inh	APOBEC3G inh	NR3A LBD binder
31	0	9	-4	-2
32	-3	-3	1	1
33	-1	-38	-3	2
34	-3	2	-4	-2
35	-1	8	-4	-1
36	-5	-21	-2	-2
37	-2	-32	-7	-3
38	0	7	-5	0
39	0	-8	-6	-1
40	-1	-3	3	-10
41	-2	-5	-4	1
42	-3	8	-10	2
43	-1	-19	16	-10
44	2	4	4	-1
45	-2	-10	3	-5

One compound at a time, as listed above. Order of values: MPTP inh	hIAP act	APOBEC3A inh	mIAP block	mIAP act	MIN6 prolif	hIAP inh	APOBEC3G inh	NR3A LBD binder
CCN(CC)C(=O)c1ccc(O)c(OC)c1 is entered as -1.0	0.98	-3	-3	1	-3	2	-4	-2
OCC[C@H]1C[C@@H](O)[C@H](O)[C@]2(CCCc3ccccc3O2)O1 is entered as -0.6	1.1	0	0	1	3	-6	-1	0
CC(=O)N(c1ccc2oc(=O)sc2c1)S(=O)(=O)c1cccs1 is entered as 1.8	1.2	-2	5	0.95	-5	-21	-2	-2
COc1ccc(N2CC(C(=O)OCC(=O)Nc3ccccc3C)CC2=O)cc1 (stereo unspecified) is entered as -2.3	0.96	2	7	0.93	2	4	4	-1

Further compounds.
cpd	compound	MPTP inh	hIAP act	APOBEC3A inh	mIAP block	mIAP act
46	COc1cc(NC(=O)c2ccc(C)cc2)c(OC)cc1NC(=O)CN1CCCCC1	-0.4	1	-2	1	0.99
47	O=C(NCCCN1CCOCC1)C(=O)N/N=C/c1c2ccccc2cc2ccccc12	0.3	1	-4	9	0.91
48	CCCCCCSc1nsc(NC(=O)CCC)n1	3.4	0.98	-2	-12	1.1
49	COc1cc(/C=C2\SC(=S)N(Nc3ccccc3)C2=O)cc(OC)c1OC	-1.4	0.95	-2	40*	0.6
50	Fc1ccc(Cn2nnnc2CN2CCc3ccccc3C2)cc1	-1.2	0.97	1	2	0.98
51	Cc1ccnc(NC(=O)CCc2c(C)nc3ncnn3c2C)c1	1.7	0.94	-6	2	0.98
52	CCOc1ccc(/C=N/Nc2ccccn2)cc1	4.3	1.1	7	-1	1
53	CC1(C)CC(=O)C(CC(=O)N2CCC(Cc3ccccc3)CC2)C(=O)C1	0.1	1.1	2	-16	1.2
54	COc1cc(S(=O)(=O)NC2CCCC2)ccc1Cl	0.8	0.9	-1	0	1
55	C/C(=N\NC(=O)c1nn(C)cc1Br)c1ccncc1	6.9	0.99	8	-4	1
56	Cc1ccc(CN2CCN(Cc3cccc4c3OCO4)CC2CCO)cc1 (stereo unspecified)	-0.7	0.85	5	-12	1.1
57	Cc1ccc(C)c(OCCC(=O)NCCc2ccc(Cl)cc2)c1	1.1	1.2	-1	-11	1.1
58	COc1ccc(CN(C(=O)c2oc3ccccc3c2C)C2CCS(=O)(=O)C2)cc1 (stereo unspecified)	-0.8	1.2	0	-9	1.1

cpd	MIN6 prolif	hIAP inh	APOBEC3G inh	NR3A LBD binder
46	-1	-1	-4	-3
47	-2	-3	-5	-12
48	-5	2	-12	-10
49	-3	5	-3	-9
50	1	3	-3	-2
51	-2	6	-8	1
52	-3	-7	-2	-2
53	0	-14	6	0
54	1	10	-2	-3
55	-1	1	-7	-6
56	2	15	6	0
57	-5	-20	-9	-15
58	-2	-23	-2	0

Bioassay records: PubChem BioAssay, Sanford-Burnham Center for Chemical Genomics
